# Screening data: PubChem BioAssay, National Center for Advancing Translational Sciences (NCATS)
# MBNL1 CUG block: blocks human MBNL1 binding to CUG repeat RNA; Q9NR56; TR-FRET MBNL1-His/biotin-(CUG)12 binding, 665/545 ratio; Potency, µM (top dose mostly 57.5 µM), for the others: at the top dose activity change, negative = inhibition, most hits filed as inhibitors; 0.036% of 280,000 active; AID 2675; active means well fitted inhibition curve with a large enough effect in the signal ratio, with a control signal flat, not every such curve was filed as active; inconclusive means small, poorly fitted or top-dose-only effect, or effect the other way, or a change in a side signal; inactive means no such curve, though single readings can be large or run the other way; the % refers to the signal ratio; further: potency means the concentration at half of the fitted maximal effect; on the % scale 0 is the no-effect control and ±100 the full control effect
# Target sequence (Q9NR56 whole entry, looked up): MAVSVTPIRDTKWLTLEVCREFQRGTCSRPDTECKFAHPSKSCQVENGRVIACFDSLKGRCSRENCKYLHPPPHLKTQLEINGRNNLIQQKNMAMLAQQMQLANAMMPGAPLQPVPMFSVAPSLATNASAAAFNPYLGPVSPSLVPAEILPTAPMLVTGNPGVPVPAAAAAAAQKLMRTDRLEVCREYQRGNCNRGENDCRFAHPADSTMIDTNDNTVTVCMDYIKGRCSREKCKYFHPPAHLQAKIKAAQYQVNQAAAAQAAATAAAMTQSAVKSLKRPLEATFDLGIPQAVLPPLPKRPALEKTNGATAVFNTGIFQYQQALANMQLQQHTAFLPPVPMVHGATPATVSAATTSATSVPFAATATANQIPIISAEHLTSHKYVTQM
#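 Compounds (final 92 nM to 58 uM) are added to His-tagged MBNL1 and biotin-(CUG)12, then terbium anti-His antibody and streptavidin-XL665 (5 nM final). After 60 min at room temperature, the 665/545 nm ratio is read.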
# S-ASM inh: inhibitors of human secretory acid sphingomyelinase | placental ASM, HMU-PC fluorogenic substrate, 60 min | 0.006% of 340,000 active | Potency, µM (highest dose often 57.5 µM), for inactives: top-dose activity change, negative = inhibition, most hits filed as inhibitors; further: potency means the concentration at half of the fitted maximal effect
# Target sequence (P17405 47-631 limits assumed): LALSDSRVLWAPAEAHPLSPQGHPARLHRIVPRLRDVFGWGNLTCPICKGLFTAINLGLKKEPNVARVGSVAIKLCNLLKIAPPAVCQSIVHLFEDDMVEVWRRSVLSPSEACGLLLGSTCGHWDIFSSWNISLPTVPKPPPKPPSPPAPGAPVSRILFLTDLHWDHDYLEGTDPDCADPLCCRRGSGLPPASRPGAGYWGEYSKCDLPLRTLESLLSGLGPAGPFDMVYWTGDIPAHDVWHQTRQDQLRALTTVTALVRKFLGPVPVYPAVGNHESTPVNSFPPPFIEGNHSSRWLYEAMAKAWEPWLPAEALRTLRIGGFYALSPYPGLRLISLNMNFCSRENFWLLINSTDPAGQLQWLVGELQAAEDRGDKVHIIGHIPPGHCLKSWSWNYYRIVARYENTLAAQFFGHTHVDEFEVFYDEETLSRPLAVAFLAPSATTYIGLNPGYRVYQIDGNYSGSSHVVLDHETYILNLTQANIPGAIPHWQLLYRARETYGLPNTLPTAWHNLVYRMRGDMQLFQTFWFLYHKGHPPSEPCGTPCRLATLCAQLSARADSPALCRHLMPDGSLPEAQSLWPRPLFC
#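 qHTS format. ASM enzyme prepared from human placenta hydrolyses the fluorogenic substrate HMU-PC0 (9 uM final) over 60 min at 37 °C after a 10 min compound preincubation.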
# Menin-MLL TR inh: inhibitors of human menin-MLL interaction, mutant MLL peptide | O00255 | Menin + Texas Red MLL mutant peptide, fluorescence polarization | Potency, µM (doses to about 61.6 µM), for the others: at the top dose FP activity change, negative = inhibition, usual class: inhibitors | 0.23% of 270,000 active | AID 1768; active means well fitted inhibition curve with a large enough effect in the polarisation, with a control signal flat, not every such curve was filed as active; inconclusive means small, poorly fitted or top-dose-only effect, or effect the other way, or a change in a side signal; inactive means no such curve, though single readings can be large or run the other way; the % refers to the polarisation; further: potency means the concentration at half of the fitted maximal effect; % of control where 0% means no effect; many of its hits are not listed in these tables
# a7 integrin act: activators of alpha7 integrin expression for muscular dystrophy | alpha7betagal myoblasts, beta-gal FDG fluorescence, 48 h | Potency, µM (highest dose often 38.3 µM), without a hit: at the top dose activation, most hits filed as activators | 0.064% of 350,000 active;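 further: potency means the concentration at half of the fitted maximal effect; 100% = response of the positive control SU9516; nearly all actives have a fitted effect of over 60% in size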
#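 Alpha7betagal+/- myoblasts (passage 13) were plated 16-24 hr, then exposed to compounds (1:260 dilution of DMSO stock) for 48 hours at 37C. After MPER lysis, β-galactosidase reporter activity was read as FDG fluorescence (ex 480/em 540) after 30 minutes.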
# Mito fusion act: blocks mitochondrial division or promotes mitochondrial fusion | S. cerevisiae fusion-defective mutant growth rescue, CellTiterGlo 48 h | AID 485298 | 0.23% of 320,000 active | Potency, µM (titrated, usually from 46.1 µM), for inactives: at the top dose growth rescue (activation), hits mostly activators;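 further: potency means the concentration at half of the fitted maximal effect; % of control where 0% means no effect; nearly all actives have a fitted effect of over 45% in size; temperature-sensitive fusion mutants such as fzo1-1 at 37 °C on non-fermentable ethanol glycerol medium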
#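 Compounds are tested for their ability to restore growth of mitochondrial fusion-defective yeast strains at non-permissive 37C in YPEG medium over 48 hours. Viability is quantified by luciferase luminescence.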
# MLL CXXC-DNA inh: blocks binding of human MLL CXXC domain to DNA; Potency, µM (top dose mostly 115 µM), for inactives: at the top dose activity change, negative = inhibition, most hits filed as inhibitors; Q03164; MLL-CXXC / FITC-HOXA9 DNA fluorescence polarization; 0.037% of 290,000 active; active means well fitted inhibition curve with a large enough effect in the polarisation, with a control signal flat, not every such curve was filed as active; inconclusive means small, poorly fitted or top-dose-only effect, or effect the other way, or a change in a side signal; inactive means no such curve, though single readings can be large or run the other way; the % refers to the polarisation; further: potency means the concentration at half of the fitted maximal effect
#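 Steps: dispense CXXC domain solution (7 uM) → pin compounds or unlabeled HOX-A9 DNA control → 5 min ambient → add FLSN-HOX-A9 solution (50 nM) → spin → 30 min ambient → fluorescence polarization. Tris pH 7.5/NaCl/DTT/BSA buffer.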
# TSHR antag: antagonists of human thyroid stimulating hormone receptor; P16473; activity change, negative = inhibition, % at 11.5 µM; 0.2% of 330,000 active; AID 504810; TSHR-expressing cells, TSH-stimulated cAMP HTRF, 2 h; active compounds read low;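 active means activity change below a set negative limit, meaning inhibition stronger than a set level, cut at about -70% in these data; inconclusive means activity change between two set negative limits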; further: on the % scale 0 is the no-effect control and ±100 the full control effect
#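 Antagonism was scored as loss of TSH-driven cAMP in TSHR cells, stimulated with 4nM TSH (EC80) for 2 hours at 37 deg C and detected by homogeneous HTRF competition immunoassay.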
# TCR act: T cell receptor activation; primary human leukocytes, anti-CD3, IL-2 HTRF, 48 h; Potency, µM (doses to about 9.22 µM), for inactives: top-dose activation of IL-2 secretion, most hits filed as activators; 330,000 tested, under 10 active; further: % of control where 0% means no effect
#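 Readout: HTRF IL-2, Eu-cryptate/d2 antibody pair, 320nm excitation, 665nm emission. Stimulus: a-CD3 beads, no co-stimulation. Cells: primary human leukocytes. Exposure: 48 hr with compound.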
# PTAP TSG101 blk: blocks PTAP/TSG101 interaction to inhibit HIV-1 budding | Q99816 | Fluorescence polarization, FITC-PTAP peptide / Tsg101 binding | Potency, µM (titrated, usually from 115 µM), without a hit: top-dose activity change, negative = inhibition, usual class: inhibitors | 340,000 tested, under 10 active; active means well fitted inhibition curve with a large enough effect in the main read-out, with a control signal flat, not every such curve was filed as active; inconclusive means small, poorly fitted or top-dose-only effect, or effect the other way, or a change in a side signal; inactive means no such curve, though single readings can be large or run the other way; further: potency means the concentration at half of the fitted maximal effect; % of control where 0% means no effect
#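 FP read-out: FITC-PTAP peptide, 50 nM final, binding Tsg101 binding domain, 10 uM final; 20 min, r.t.; 10 mM HEPES pH 7.5, 0.15 M NaCl, 0.01% Tween 20, 3 mM EDTA, 0.1 mM TCEP.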
# A-T KAP1 phos: candidate therapy for ataxia-telangiectasia | […] A-T fibroblasts, KAP-1 phosphorylation AlphaLISA; neocarzinostatin DNA damage 30 min before lysis | Potency, µM (highest dose often 57.5 µM), for inactives: at the top dose activation, hits mostly activators | 0.19% of 320,000 active; further: potency means the concentration at half of the fitted maximal effect; % of control where 0% means no effect; nearly all actives have a fitted effect of over 45% in size
#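 hTERT-immortalized A-T patient fibroblasts ([…]), 500 cells/well in OPTI-MEM, 1% FBS, got compounds for 60 min, then NCS for 30 min at 37C. Lysates were then assayed for phospho-KAP-1 by AlphaLISA (anti-pKAP1 donor, anti-KAP1 acceptor beads), 6 hr at 25C.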
# Starred values were filed as active, the others as inactive; u = inconclusive; x = no result given; [ ] = another dose, or the depositor's remark. Unless noted, the call rests on the fitted dose curve; in most records, active means well fitted curve in the direction sought with a large enough effect; inconclusive means small, poorly fitted or top-dose-only effect, or another doubt; inactive means no such curve, though single readings can be large; an effect the other way counts as inactive or inconclusive. These rows are one share of the data; count on the stated rates, not on these rows.
SMILES,MBNL1 CUG block,S-ASM inh,Menin-MLL TR inh,a7 integrin act,Mito fusion act,MLL CXXC-DNA inh,TSHR antag,TCR act,PTAP TSG101 blk,A-T KAP1 phos
Cc1nnsc1C(=O)NC(C)C12CC3CC(CC(C3)C1)C2 (stereo not drawn),-7%,-7%,5%,-6%,11%,-8%,-1,x,-4%,1%
O=S(=O)(NCC1CCCO1)c1cccc(S(=O)(=O)N2CCCC2)c1 (stereo not drawn),2%,4%,-6%,-20%,0%,-6%,-6,-5%,-6%,6%
O=C1NC(=O)C2(CCCCC2)N1,x,0%,x,-4%,x,x,x,-10%,1%,x
C[C@]12CCC(=O)C=C1CCC1C2CC[C@@]2(C)C1CCC21OCCO1 (stereo partly drawn),x,-1%,x,16%,x,x,-5,4%,-2%,16%
CN(C)CCNC(=S)Nc1cccc(Cl)c1,-23%,3%,9%,-3%,-9%,-5%,14,11%,-7%,15%
N#CC(C#N)=CC1=C2OC(c3ccccc3)=CC(c3ccccc3)=C2CCC1,2%,0%,-2%,7%,-5%,2%,7,1%,-6%,10%
COc1cccc(NC(=O)CN(C)C(=O)CCNC(=O)c2ccccc2Cl)c1,x,-1%,x,25%,0%,x,0,-2%,0%,-4%
CC(C)CC(=O)N1CCN(CC2CC=CCC2)CC1 (stereo not drawn),u,-2%,-7%,-8%,-1%,-5%,-1,6%[46.1 µM],-2%,0%
COc1ccc(C(=O)CSc2nccc(=O)[nH]2)cc1,3%,-3%,-2%,6%,-5%,-2%,17,4%,-1%,-18%
O=C(NCCc1ccc2c(c1)OCCO2)c1cc(S(=O)(=O)N2CCCC2)ccc1Br,x,0%,x,-9%,x,x,x,6%,-2%,x
CCc1nnc(NC(=O)c2cccc(S(=O)(=O)N3CCN(C(C)=O)CC3)c2)s1,x,3%,x,16%,0%,x,7,1%,-1%,-8%
Cn1c2c(c(=O)n(C)c1=O)C(c1ccccc1OC(F)F)C1=C(CCCC1=O)N2 (stereo not drawn),-7%,x,19%,-5%,4%,3%,-9,x,-2%,2%
O=C(NCc1ccccc1)N1CCC(n2cnc3cc(F)ccc32)CC1,0%,0%,-7%,-25%,0%,-4%,5,-1%,-6%,4%
O=C(NCC1(N2CCCCC2)CCCCC1)c1cccc(S(=O)(=O)Nc2ccccc2Cl)c1,x,2%,x,13%,x,x,x,-2%,0%,x
COc1ccc(NS(=O)(=O)c2ccc(SC)cc2)cc1,-9%,5%,9%,19%,20%,-2%,7,x,-4%,-8%
COc1ccc2oc(=O)c(C(=O)N3CCN(c4ccccc4C)CC3)cc2c1,u,7%,-8%,12%,1%,2%,2,-1%,-6%,-2%
CCCN1C(=O)/C(=C\C=C2\N(CC)c3ccccc3C2(C)C)SC1=S,1%,u,u,20%,-8%,u,1,-1%,u,5%
O=C(CO/N=C/c1ccc(OC(F)F)cc1)NC1CCCC1,-3%,1%,-2%,0%,-6%,8%,3,-1%,-1%,0%
NC(=O)CCN(C(=O)c1cccc(S(=O)(=O)N2CCc3ccccc32)c1)c1ccccc1,x,-3%,x,-5%,2%,x,-11,-1%,1%,6%
CCCn1nc(NC(C)=O)c2cc3cccc(C)c3nc21,x,427%[activator],32%[activator],-32%[inhibitor],x,46%[activator],11,x,-1%,14µM*
COC(=O)c1ccc(OCC(=O)c2ccccc2)cc1,1%,0%,-1%,2%,-3%,-3%,-3,-5%,-3%,3%
O=C(O)c1ccc(N2C(=O)c3cccc4cccc(c34)C2=O)cc1,u,59%[activator],2%,1%,7%,-4%,23,x,-2%,8%
Cc1cccc(CCNC(=O)CCS(=O)(=O)c2cc3c(cc2C)NC(=O)CO3)c1,-16%,-4%,-2%,6%,-1%,x,1,4%,-4%,11%
CCc1ccc(/C=C2/Sc3ccccc3N(CC(=O)NCC3CCCO3)C2=O)cc1 (stereo not drawn),u,-8%,4%,23%,0%,1%,17,6%,-1%,8%
CS(=O)(=O)N(CC(=O)N1CCc2ccccc2C1)Cc1ccccc1,-21%,5%,-5%,-27%,4%,2%,-4,-37%,-7%,2%
COCCN=c1scc(C)n1/N=C/C1CC2C=CC1C2 (stereo not drawn),1%,0%,-11%,10%,-6%,7%,16,6%,2%,-20%
NS(=O)(=O)c1cccc(NC(=O)CCN2C(=O)C3CCCCC3C2=O)c1 (stereo not drawn),x,0%,x,10%,-3%,x,6,-2%,-1%,5%
Cc1cc(Nc2ccc(C)c(C)c2)n2nc(C)nc2n1,-2%,0%,-11%,-6%,-1%,13%,0,-1%,-1%,8%
CC(C)C(OC(=O)CN1C(=O)c2ccccc2C1=O)C(=O)NC1CCCCC1 (stereo not drawn),7%,1%,-2%,u,0%,6%,15,-17%,-2%,2%
CCCCNC(=O)CCCCCNS(=O)(=O)c1ccc(Br)cc1,-3%,0%,3%,-14%,-4%,8%,9,0%,-6%,-1%
O=C(CSc1c2c(nc3ccc(Cl)cc13)CCCC2)N1CCN(C(=O)c2ccco2)CC1,x,4%,x,-50%[inhibitor],x,x,x,-2%,-7%,x
CCOC(=O)N1CCN(C(=O)Nc2ccc3nc(-c4ccccn4)c(-c4ccccn4)nc3c2)CC1,u,x,13%,-5%,-3%,0%,-1,-128%,3%,0%
S=c1[nH]nc(Cc2ccccc2)n1-c1cccc2ccccc12,-28%,2%,-1%,9%,-1%,0%,-6,0%,-4%,-8%
CC(C)[C@H](NC(=O)[C@@H]1Cc2c([nH]c3ccccc23)C2c3ccccc3C(=O)N21)C(=O)NCC1CCCO1 (stereo partly drawn),3%,2%,-4%,25%,3%,-5%,12,7%,-1%,-12%
CCOc1ccc(C2C(C(=O)c3ccco3)=C(O)C(=O)N2CCN(C)C)cc1 (stereo not drawn),8%,x,0%,x,-1%,-6%,9,x,x,3%
COCC(C)NC(=O)c1ccccc1OC(C)=O (stereo not drawn),-9%,2%,55%[activator],-4%,-5%,7%,-11,-3%,-8%,0%
O=C1CCCN1CCC(=O)N1CCCC(Nc2ccc(F)cc2)C1 (stereo not drawn),-5%,0%,x,18%,0%,1%,10,-1%,2%,3%
Cc1ccc(Cl)cc1N1CCN(C(=O)Cc2ccc(-n3c(=O)[nH]c4ccsc4c3=O)cc2)CC1,x,-14%,1%,3%,0%,1%,14,1%[46.1 µM],-2%,0%
Cc1ccc(-c2nnc(-c3ccc(NC(=O)c4cccs4)cc3)o2)cc1,3%,-3%,u,-1%,-1%,21%,1,2%,-1%,-2%
CCn1c(SCC(=O)c2ccccc2)nnc1-c1cc2cc(Br)ccc2o1,-4%,6%,u,9%,-2%,-3%,-12,4%,-3%,-2%
c1ccc(Nc2ncnc3sc4c(c23)CCC4)cc1,3%,-2%,u,1%,-4%,3%,-13,-2%,-3%,2%
COc1cccc(NC(=O)c2ccncc2)c1,8%,-1%,0%,-12%,-2%,1%,-2,4%,-11%,2%
COCCn1c(=NC(=O)CCS(=O)(=O)c2ccccc2)sc2ccccc21,x,13%,x,0%,x,x,x,-3%,3%,x
COc1ccc(C(C)C)cc1S(=O)(=O)N1CCN(c2ccccc2)CC1,3%,0%,3%,9%,29%,-2%,-26,-4%,-3%,0%
Cc1oc(-c2ccccc2)nc1C(=O)O,-2%,9%,-2%,16%,-3%,-5%,8,-2%,-2%,6%
CSc1ccccc1C(=O)NCC(c1ccco1)N1CCCCC1 (stereo not drawn),-2%,3%,-2%,-13%,-12%,7%,-5,-3%,-1%,24%
O=C(O)Cn1cc2c(n1)CCCC2,8%,1%,9%,3%,-4%,-3%,19,6%,-2%,-12%
COc1ccc(C2/C(=C(\O)c3ccc4c(c3)OCCO4)C(=O)C(=O)N2Cc2ccco2)c(OC)c1 (stereo not drawn),19%,0%,4%,-34%,-3%,4%,-2,-1%[46.1 µM],-11%,0%
Clc1ccc(-n2ncc3c(NCCCn4ccnc4)ncnc32)cc1,-5%,-4%,14%,-2%,-1%,u,-8,-3%,-1%,4%
O=C1C2C3C=CC(O3)C2C(=O)N1N=Cc1ccc2c(c1)OCO2 (stereo not drawn),x,-1%,x,3%,x,x,x,-5%,-6%,x
CN(CC#CC1(O)c2ccccc2-c2ccccc21)Cc1ccccc1,x,-1%,5%,-8%,-5%,u,8,0%[46.1 µM],-2%,-4%
